# CHO-K1 Ca antag: M1 antagonist counterscreen hit in parental CHO-K1 cells; ATP-induced calcium, Fluo-8 fluorescence; inhibition, % at 3 µM; 360,000 tested, 0.6% active; AID 602250;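 active means inhibition above a per-plate cutoff, the plate's mean sample inhibition plus 3 SD, cut at about 24% in these data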;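 further: 0% = DMSO plus EC80 ATP and 100% = DMSO alone without ATP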
# CHRM1 agonist: agonists of human M1 muscarinic receptor; CHO-K1 hM1, Fluo-8 calcium fluorescence, agonist mode; 0% DMSO, 100% acetylcholine EC100; activation, % at 3 µM; AID 588814; 360,000 tested, 0.33% active;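 active means activation above the run's mean compound activation plus 3 SD, cut at about 16% in these data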;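 further: peak over basal fluorescence ratio within a 140 s kinetic read after compound addition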
# Target sequence (P11229 whole entry, looked up): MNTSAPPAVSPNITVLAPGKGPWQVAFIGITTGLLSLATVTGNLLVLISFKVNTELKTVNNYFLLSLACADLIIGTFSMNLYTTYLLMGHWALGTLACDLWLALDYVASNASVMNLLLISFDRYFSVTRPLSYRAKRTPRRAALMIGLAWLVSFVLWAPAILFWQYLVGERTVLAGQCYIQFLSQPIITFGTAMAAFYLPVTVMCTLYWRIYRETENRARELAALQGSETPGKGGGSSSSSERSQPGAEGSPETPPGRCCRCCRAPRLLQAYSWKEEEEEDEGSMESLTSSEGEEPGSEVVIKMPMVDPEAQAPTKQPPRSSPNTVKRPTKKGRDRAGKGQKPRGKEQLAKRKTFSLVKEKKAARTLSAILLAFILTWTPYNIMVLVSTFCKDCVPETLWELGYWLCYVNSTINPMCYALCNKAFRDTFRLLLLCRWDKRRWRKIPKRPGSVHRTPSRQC
# OXTR potentiate: human OXTR potentiation; P30559; CHO-OTR cells, Fluo-8 calcium fluorescence, potentiator mode; 0% = oxytocin EC15, 100% = EC100; activation, % at 3 µM; 320,000 tested, 0.061% active; AID 2445;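 active means activation above that plate's cutoff, the mean activation of tested compounds plus 3 SD, cut at about 6.6% in these data, passing the limit was not always enough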;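 further: 100% uses oxytocin at 75 nM as the full agonist control; some results filed as inactive read as strong as hits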
# Target sequence (P30559 whole entry, looked up): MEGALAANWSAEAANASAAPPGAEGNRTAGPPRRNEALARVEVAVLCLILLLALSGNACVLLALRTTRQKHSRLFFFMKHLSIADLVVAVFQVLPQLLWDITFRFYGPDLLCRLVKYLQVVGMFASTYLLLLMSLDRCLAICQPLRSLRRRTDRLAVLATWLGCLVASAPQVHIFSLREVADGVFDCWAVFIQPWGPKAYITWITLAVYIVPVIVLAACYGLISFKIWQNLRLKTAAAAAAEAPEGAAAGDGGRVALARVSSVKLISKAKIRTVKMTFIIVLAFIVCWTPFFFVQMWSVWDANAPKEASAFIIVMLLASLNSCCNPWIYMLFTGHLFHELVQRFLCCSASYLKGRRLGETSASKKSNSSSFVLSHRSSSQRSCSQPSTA
#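 Assay system: CHO cell line stably expressing human OTR. Reagent: EC15 oxytocin agonist. Dosing: single dose, 3.0 µM nominal final compound concentration. Timing: compound 6 min at room temperature before oxytocin, 100 s read. Signal: kinetic Fluo-8 calcium fluorescence. Controls: oxytocin EC15 low and EC100 high.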
# M1 ag parental: M1 agonist counterscreen hit in parental CHO-K1 cells | 360,000 tested, 0.48% active | activation, % at 3 µM | Fluo-8 calcium fluorescence; scaled to maximal ATP response, vehicle zero | AID 602248; in the data active means activation above about 15%;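 further: untransfected CHO-K1 host cells lacking M1 receptor as counterscreen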
# TAAR1 ag: agonists of human TAAR1. Q96RJ0. CHO RD-HGA16 TAAR1, Fluo-8 calcium fluorescence; vehicle wells 0%, saturating PEA agonist 100%. activation, % at 3 µM. 360,000 tested, 0.99% active. AID 624467;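 active means activation above the mean activation of all test compounds in the run plus 3 SD, cut at about 38% in these data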
#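 Assay system: CHO-derived RD-HGA16 cells with stable Gα16 and human TAAR1; timing: 17-24 h seeding, 75 min 37 °C dye, 30 min RT; read-out: % activation from peak over basal fluorescence ratio, DMSO-to-PEA scaled; measured by: kinetic Fluo-8 calcium fluorescence; benchmarks: low control DMSO, high control PEA (EC100); doses: 3 µM single concentration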
# CHO-K1 Ca PAM: counter-screen for M1 PAMs: effect in parental CHO-K1 cells | ATP EC20, Fluo-8 calcium fluorescence; 0% at ATP EC20, 100% at ATP max | activation, % at 3 µM | 360,000 tested, 0.02% active;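 active means activation above the run cutoff, the mean activation of all test compounds plus 3 SD, cut at about 40% in these data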;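 further: peak over basal fluorescence ratio in a 140 s read after ATP addition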
# TAAR1 antagonist: human TAAR1 antagonism | Q96RJ0 | CHO RD-HGA16 TAAR1, Fluo-8 calcium fluorescence, antagonist | inhibition, % at 3 µM | AID 624466 | 360,000 tested, 1.5% active;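 active means inhibition above a per-plate cutoff, the mean inhibition of test compounds on that plate plus 3 SD, cut at about 49% in these data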;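 further: 0% = DMSO plus EC80 beta-PEA response and 100% = DMSO alone without agonist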
#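 Test system: CHO RD-HGA16 cells bearing hTAAR1 | Reagent: β-PEA, EC80 | Compound dosing: 3 µM, single point | Schedule: Dye loading 75 min at 37 °C, then 30 min room temperature | Signal: Calcium fluorescence with Fluo-8 | Evaluation: Percent inhibition of PEA-evoked calcium signal, max/basal emission ratio | Control set: DMSO-only wells and EC80 β-PEA-stimulated wells | Repeats: Singlicate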
# CHO parental Ca: counter-screen: ATP calcium response change in parental CHO cells | inhibition, % at 5.6 µM | 330,000 tested, 0.63% active | parental CHO-K1, ATP-induced calcium, Fluo-8 fluorescence;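 active means inhibition above that plate's mean sample inhibition plus 3 SD, cut at about 26% in these data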;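 further: 0% = ATP-challenged DMSO wells and 100% = DMSO wells without ATP; some compounds past the cut are filed as inactive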
#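 Assay system: untransfected parental CHO cell line. Also added: ATP agonist challenge. Dosing: one dose, 5.6 µM nominal. Measured by: Fluo-8 fluorescence. Read-out: % inhibition. Benchmarks: ATP wells versus no-ATP DMSO wells. Repeats: no replicates.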
# CHRM1 antagonist: human CHRM1 antagonism; P11229; CHO-K1 hM1, Fluo-8 calcium fluorescence, ACh EC80 antagonist; inhibition, % at 3 µM; 360,000 tested, 1.3% active;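 active means percent inhibition above its own plate's cutoff, namely the mean of that plate's compound wells plus 3 SD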;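 further: peak over basal fluorescence ratio during 140 s after agonist addition; 0% = ACh EC80 plus DMSO and 100% = DMSO alone without agonist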
# An asterisk follows results filed as active; . = not tested or not shown.
SMILES,CHO-K1 Ca antag,CHRM1 agonist,OXTR potentiate,M1 ag parental,TAAR1 ag,CHO-K1 Ca PAM,TAAR1 antagonist,CHO parental Ca,CHRM1 antagonist
CC(=O)Nc1ccc(OC(=O)COc2ccc(Br)cc2)cc1,-1,-6,-9,1.8,7,18,25,-5,1
O=[N+]([O-])c1ccc(CN2CCN(c3ccc4ccccc4n3)CC2)cc1,-16,-4,-8,1.9,4,11,4,-3,0
N=c1ccn(Cc2ccccc2Cl)cc1,-14,-8,-3,0.1,12,22,-5,-9,-16
CC1(C(=O)OCc2cc(=O)n3cc(Br)ccc3n2)CC1(Cl)Cl (configuration not stated),-5,-10,-10,4.8,9,21,16,-20,-8
CCC(C)c1ccc(NC(=O)C2=CC=CN3CCS(=O)(=O)N=C23)cc1 (configuration not stated),-1,0,-9,0.8,12,-8,22,7,-9
Cc1nn(CCOc2ccccc2)c(=O)n1-c1ccc(Cl)cc1,-11,-5,-12,1.2,-1,13,-14,-21,3
O=C(Nc1cccc(Cl)c1)N1CCOCC1,15,2,-18,0.2,6,-10,21,-2,-18
COc1ccc(NC(=O)CCCC2CCCCC2)cc1S(=O)(=O)N1CCCCC1,6,2,-8,-0.1,-1,-1,-5,24,-5
COc1cccc(-n2nc(C(C)=O)c(C#N)c2-c2ccco2)c1,-2,-9,-10,0.3,4,16,-7,-8,-11
O=c1c2ccccc2nc(-c2ccc([N+](=O)[O-])cc2)n1O,3,-11,-3,0.6,0,22,-3,-14,-8
CC(OC(=O)c1cc(=O)[nH]c2ccccc12)C(=O)c1ccccc1 (configuration not stated),-4,4,4,1.9,1,18,6,-3,-12
COc1cccc(NC(=O)CSc2nc3c(sc4ccccc43)c(=O)n2CCCN2CCCC2)c1,4,-3,-3,5.1,1,-19,2,-17,29
CC(C)CC1NC(=O)N(CC(=O)NC2CCCCC2)C1=O (configuration not stated),-2,-2,.,1.0,2,-1,-18,.,-2
O=C(Nc1nnc(CC(=O)N2CCOCC2)s1)C1COc2ccccc2O1 (configuration not stated),10,-3,-1,0.0,2,-5,8,-5,-4
Cc1ccc(S/C=C\C(=O)c2ccccc2)cc1,-2,-4,1,-0.3,12,0,11,-18,-5
COc1ccccc1NC(=O)c1coc(=O)c(Br)c1,-9,-5,6,1.2,3,15,-38,-10,-4
CCCCCCc1nc(C(N)=O)c2[nH]c(=O)n(-c3ccc(OC)cc3OC)c2n1,-2,2,-9,-0.3,6,10,-14,-8,-10
COC(C/C=C\[C@@H](O)[C@@H](C)OCc1ccccc1)OC,-14,-5,-5,0.6,8,22,-10,-15,-4
O=c1c2ccccc2c(-c2ccccc2)nn1Cc1c(Cl)cccc1Cl,-12,-1,-6,0.2,8,19,15,-26,-5
Cc1ccc(C)c(OCc2cc(C(=O)N3CCNC(=O)C3)no2)c1,-14,0,5,2.1,4,9,-7,-13,9
Clc1nc(NCc2ccco2)nc(N2CCCCC2)n1,-2,-11,-8,1.1,2,21,-15,-5,-14
OC(c1ccc(F)c(F)c1)c1nc(-c2ccncc2)cs1 (configuration not stated),12,2,.,7.8,2,-16,-2,.,10
COc1cc(OC)cc(C2=Cc3ccccc3C(CC(C)=O)N2c2ccc(C#CC3(N)CCCCC3)cc2)c1 (configuration not stated),4,.,.,7.0,23,18,33,.,.
Cc1cccc(C)c1NC1=NC(=S)N(c2ccc(C(=O)O)cc2)C12CCCCC2,-4,-2,-18,-0.2,0,4,-6,9,1
CCc1nc2c(OCc3cccc(Cl)c3)cccn2c1N(C)C(=O)CC(C)C,-2,-10,.,-0.3,-1,-9,-8,.,1
CCn1nnc2cc(C(=O)NCCc3ccccc3F)ccc21,-5,-4,3,1.1,1,4,6,-10,13
Cc1ccc(CNS(=O)(=O)c2ccc(Br)s2)cc1,-6,-5,-19,3.4,0,-2,-5,3,3
CC(C)(C)c1ccc(C(=O)NN=C2CCCC2)cc1,-2,-3,-3,0.2,-2,3,13,-12,-5
Cc1cccc(OCCCOc2cccc3cccnc23)c1C,-11,-4,-10,0.3,29,10,24,-18,0
O=C(COC(=O)C12CC3CC(CC(O)(C3)C1)C2)Nc1ccc(Cl)cc1F,-15,-3,5,1.5,7,9,-1,-5,2
CNC(=O)COC(=O)c1nc(-n2nc(C)cc2C)ccc1Cl,-7,-4,2,0.6,4,17,14,-4,-5
CCC(C)n1c(=N)c(C#N)cc2c(=O)n3cccc(C)c3nc21 (configuration not stated),-10,-5,-15,-0.2,1,9,-19,3,5
Cc1cccc(-n2c(-c3ccccc3)c[nH]c2=S)c1C,-17,-7,-7,-0.1,2,0,1,-22,-5
COc1cc(-c2coc3c(C(=O)Nc4ccc(C(C)C)cc4)cccc23)ccc1O,8,2,.,-0.3,1,-7,1,.,1
Cc1ccc(S(=O)(=O)N/N=C/c2cnn(C)c2C)cc1,-17,-4,-3,0.5,7,20,-1,-1,-11
COCCn1c(SCC(=O)NNC(=O)c2ccc(OC)c(OC)c2)nc2ccccc2c1=O,-5,-5,1,0.6,5,13,-7,-24,-12

# 6 records picked at random from the list so far:
SMILES,CHO-K1 Ca antag,CHRM1 agonist,OXTR potentiate,M1 ag parental,TAAR1 ag,CHO-K1 Ca PAM,TAAR1 antagonist,CHO parental Ca,CHRM1 antagonist
Cc1ccc(S(=O)(=O)N/N=C/c2cnn(C)c2C)cc1,-17,-4,-3,0.5,7,20,-1,-1,-11
Cc1ccc(CNS(=O)(=O)c2ccc(Br)s2)cc1,-6,-5,-19,3.4,0,-2,-5,3,3
COCCn1c(SCC(=O)NNC(=O)c2ccc(OC)c(OC)c2)nc2ccccc2c1=O,-5,-5,1,0.6,5,13,-7,-24,-12
CC(C)(C)c1ccc(C(=O)NN=C2CCCC2)cc1,-2,-3,-3,0.2,-2,3,13,-12,-5
CCn1nnc2cc(C(=O)NCCc3ccccc3F)ccc21,-5,-4,3,1.1,1,4,6,-10,13
Cc1cccc(-n2c(-c3ccccc3)c[nH]c2=S)c1C,-17,-7,-7,-0.1,2,0,1,-22,-5

# Other entries
SMILES,CHO-K1 Ca antag,CHRM1 agonist,OXTR potentiate,M1 ag parental,TAAR1 ag,CHO-K1 Ca PAM,TAAR1 antagonist,CHO parental Ca,CHRM1 antagonist
N/C(Cc1ccc(Cl)cc1Cl)=N\OC(=O)Cc1cccs1,-11,-8,-7,4.4,3,23,-8,-22,-7
CCCn1nc2cc(C(=O)NCCc3cccs3)ccc2c1OCC,-3,-3,-10,-1.0,23,6,-6,-13,-9
O=C1c2ccccc2C(=O)N1OCCOCCOCCON1C(=O)c2ccccc2C1=O,-8,-2,-6,0.8,10,12,5,-15,-8
CC(C)(C)C(=O)CN1C(=O)NC2(CCCc3ccccc32)C1=O (configuration not stated),-15,-2,-15,3.6,8,17,-17,-10,-11
CN1CCC(N(C)S(=O)(=O)c2ccc(NC(=O)c3cccc(C#N)c3)cc2)CC1,-15,-7,-5,-0.4,1,2,-9,-4,-6
O=C(Nc1ccc2oc(-c3cccc(F)c3)nc2c1)c1ccccc1F,2,-4,-5,0.3,1,1,6,-7,-10
OC(COc1ccccc1)CN1CCN(C(c2ccccc2)c2ccccc2)CC1 (configuration not stated),2,-9,0,-0.7,-2,4,-11,-20,23
Cc1sc2nc(CSc3ccc([N+](=O)[O-])c(C(F)(F)F)c3)[nH]c(=O)c2c1C,-7,-4,-3,0.3,1,21,-6,-8,-6
CN(C)c1ccc(CNC(=O)CN(C)S(=O)(=O)c2ccc3c(c2)c(=O)n(C)c(=O)n3C)cc1,-12,4,-2,0.0,2,-12,1,-8,-6
O=C(CNC(=O)c1ccc2c(c1)OCO2)N/N=C/c1cccc([N+](=O)[O-])c1,-12,-9,0,-0.1,-4,13,-14,-12,-1
O=C1/C(=C/c2cccnc2)Oc2cc(OS(=O)(=O)c3ccc(Cl)cc3)ccc21,-5,-2,0,-0.1,25,0,-3,-7,-5
[O-][N+]12CC[N+]([O-])(CC1)c1ccccc12,-10,-4,-11,0.1,-1,13,3,-2,-4

# Quoted from the listing.
# CHRM1 antagonist, OC(COc1ccccc1)CN1CCN(C(c2ccccc2)c2ccccc2)CC1 (configuration not stated) : 23
# TAAR1 antagonist, O=C(Nc1ccc2oc(-c3cccc(F)c3)nc2c1)c1ccccc1F : 6

# Other structures follow.
SMILES,CHO-K1 Ca antag,CHRM1 agonist,OXTR potentiate,M1 ag parental,TAAR1 ag,CHO-K1 Ca PAM,TAAR1 antagonist,CHO parental Ca,CHRM1 antagonist
O=C(NC1=NCCS1)c1cccc(S(=O)(=O)N2CCc3ccccc32)c1,-13,-12,-28,4.0,7,22,4,1,-1
CC(=O)N(CC1CCCO1)C1(C(=O)NC2CCCC2)CCCCC1 (configuration not stated),-3,-3,-11,0.1,2,12,-16,-12,-7
Cc1ccc(S(=O)(=O)N2[C@@H](c3ccc(Cl)c(Cl)c3)C(C(=O)O)=C[C@H]2C(C)(C)C)cc1,-2,-9,4,1.0,.,11,.,-8,7
CC1CN(CN2C(=O)c3ccccc3C2=O)CC(C)O1 (configuration not stated),5,-3,3,0.3,12,1,14,-9,8
COc1cc(NC(=O)c2oc3ccccc3c2C)ccc1NC(=O)c1ccco1,-7,-3,-11,3.8,10,-10,54*,-4,26
CN1CC=C2C(C#N)=C(N)C(C#N)(C#N)[C@H](c3cccc(Cl)c3)C2C1 (some centres not stated),-9,-2,-8,1.4,8,16,-12,-14,-27
CC(C)(C)CC(=O)Nc1ccc(C(N)=O)cc1,-1,5,-1,-0.2,10,-4,-12,0,-10
Cc1ccc(S(=O)(=O)NCC(=O)N(CC(=O)NCc2ccco2)Cc2ccccc2)cc1,18,-4,-2,7.6,15,-10,-7,-21,-1
O=[N+]([O-])c1c(C(Cl)Cl)nn(-c2ccccc2)c1N1CCCC1,-27,-8,-2,-0.5,4,17,-6,-11,-23
Cc1cccc(NC(=O)[C@@H]2CCCN2C(=O)OC(C)(C)C)c1C,-13,-3,-2,0.8,0,9,0,-8,-18
Cc1cc(C(=O)Nc2ccccn2)no1,-5,2,-3,-0.8,-1,-10,-3,-8,-8
